Screens from PubChem BioAssay.
IDE act: boosts human insulin-degrading enzyme activity in HEK cells. activation, % at 5.96 µM. FAbeta-B cleavage, fluorescence polarization; 0% vehicle, 100% cell-free pure enzyme wells. actives 0.073% (n = 340,000). P14735. AID 493087;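 active means activation above the mean of all tested compounds plus 3 SD, set per screening campaign, cut at about 17% in these data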
pCIP destab: p/CIP protein destabilization; F442A p/CIP-EGFP cells, EGFP fluorescence, 16 h; decrease of EGFP signal, % at 10 µM; actives 0.01% (n = 290,000); AID 1984;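 active means EGFP signal decrease of at least 30% at 10 µM or well 3 SD below plate mean, unless failing retest; inactive means the rest, including hits failing retest or dose response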; further: some compounds called inactive have numbers as strong as hits; many of its hits are not listed in these tables
CRFR2-BP antag: CRF-BP/CRF-R2 complex antagonism. HEK293 CRF-R2/CRF-BP, CRF-induced calcium fluorescence. inhibition, % at 11.8 µM. actives 0.59% (n = 350,000). AID 588475;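 active means inhibition of the ligand-induced calcium signal above about 50% at the single tested concentration, limit read from the data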
MEKK3 PB1 HTS: MEKK3-MEK5 PB1 interaction, increase or decrease | Q99759 | bead-based flow cytometry, Alexa488-MEK5 binding to MEKK3; actives lie on both sides; 0 = blocked by unlabeled MEK5, 100 = vehicle | binding response (% of control), % at 10 µM | actives 1.4% (n = 290,000);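 active means binding response more than 3 SD above or below the average of its plate-row segment, actives on both sides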;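 further: Alexa488 bead fluorescence after subtracting the streptavidin-only scavenger bead signal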
Target sequence (Q99759 whole entry, looked up): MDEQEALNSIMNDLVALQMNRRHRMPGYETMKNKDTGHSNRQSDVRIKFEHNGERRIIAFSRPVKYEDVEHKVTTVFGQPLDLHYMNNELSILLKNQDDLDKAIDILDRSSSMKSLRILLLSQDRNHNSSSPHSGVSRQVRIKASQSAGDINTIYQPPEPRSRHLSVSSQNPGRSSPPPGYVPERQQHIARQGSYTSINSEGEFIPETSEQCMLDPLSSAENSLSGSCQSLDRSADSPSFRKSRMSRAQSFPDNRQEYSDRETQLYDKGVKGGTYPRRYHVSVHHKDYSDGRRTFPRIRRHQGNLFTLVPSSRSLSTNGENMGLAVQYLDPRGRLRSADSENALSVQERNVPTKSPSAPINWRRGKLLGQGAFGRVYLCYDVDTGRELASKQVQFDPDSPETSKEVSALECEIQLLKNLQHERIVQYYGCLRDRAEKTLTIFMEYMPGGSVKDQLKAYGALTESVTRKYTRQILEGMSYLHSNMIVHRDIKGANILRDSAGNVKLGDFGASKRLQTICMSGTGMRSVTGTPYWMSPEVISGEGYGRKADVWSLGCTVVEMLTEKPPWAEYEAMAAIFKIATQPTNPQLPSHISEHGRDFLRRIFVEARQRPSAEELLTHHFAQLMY
PHOSPHO1 block: inhibitors of human PHOSPHO1 phosphatase | Q8TCT1 | inhibition, % at 13.3 µM | recombinant PHOSPHO1, absorbance phosphatase assay | actives 1.1% (n = 290,000); in the data active means inhibition above about 60%
CRFR2-BP ag: agonists of human CRF-binding protein/CRF-R2 receptor complex. HEK293 CRF-R2/CRF-BP, calcium dye fluorescence (FLIPR); percent of saturating CRF peptide response. activation, % at 13.2 µM. AID 588473. actives 0.46% (n = 350,000);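 active means activation of at least 50%, plus an integration ratio under a set limit after plate pattern correction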;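 further: plate controls were neutral control wells without compound for no effect and CRF at EC100 for full effect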
GalR3 antagonist: blocks the human galanin receptor 3. O60755. HEK293 GalR3-CNG cAMP membrane potential fluorescence; galR3 body fused to GalR1 C-terminus. inhibition, % at 3 µM. actives 0.44% (n = 360,000). AID 651719;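 active means inhibition above the screen-wide average plus 3 SD, cut at about 13% in these data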;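 further: forskolin and galanin both at EC90 stimulate the cells; cAMP rise reported by CNG channel membrane potential dye signal; 0% = forskolin plus galanin with DMSO and 100% = forskolin alone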
Target sequence (O60755 1-299 limits assumed): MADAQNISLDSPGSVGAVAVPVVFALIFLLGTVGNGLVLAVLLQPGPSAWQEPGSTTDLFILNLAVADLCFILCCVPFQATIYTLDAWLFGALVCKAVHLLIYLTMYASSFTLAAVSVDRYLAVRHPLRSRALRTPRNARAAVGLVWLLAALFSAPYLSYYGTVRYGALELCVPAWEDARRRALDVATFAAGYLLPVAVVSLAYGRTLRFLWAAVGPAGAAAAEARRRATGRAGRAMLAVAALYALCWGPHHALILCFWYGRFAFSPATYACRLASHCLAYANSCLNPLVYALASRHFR
CHRM4 PAM: potentiates acetylcholine response at human M4 receptor. actives 0.4% (n = 360,000). CHO-K1 hM4/Gqi5, Fluo-8 calcium fluorescence, ACh EC20; 0% = ACh EC20, 100% = maximal ACh. P08173. activation, % at 3 µM;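 active means activation above its plate's cutoff, the mean activation of sample wells plus 3 SD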; further: some results filed as inactive read as strong as hits
IDE inh: inhibits human insulin-degrading enzyme in HEK cells. FAbetaB cleavage, fluorescence polarization. inhibition, % at 5.59 µM. actives 0.41% (n = 320,000). AID 434962;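 active means percent inhibition above the average of all tested compounds plus 3 SD, set per screening campaign, cut at about 16% in these data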;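 further: IDE supplied by intact live HEK cells; FP after avidin binding of uncleaved biotin substrate so inhibition keeps polarization high; 0% = DMSO wells and 100% = 60 µM reference IDE inhibitor Ii1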
An asterisk follows results filed as active; x = not tested or not shown; & = joins results of further samples; [ ] = dose if it differs, or a comment.

SMILES	IDE act	pCIP destab	CRFR2-BP antag	MEKK3 PB1 HTS	PHOSPHO1 block	CRFR2-BP ag	GalR3 antagonist	CHRM4 PAM	IDE inh
CN(CC(=O)NCCc1ccccc1)S(=O)(=O)c1ccccc1	8	1	11	103	-30	0.9	-5	-8	3
CC1(C)OC(=O)C(=CNC(=O)c2c(F)cccc2F)C(=O)O1	2	-4	-10	72*[inhibitor]	15	0.3	-3	1	2
O=[n+]1c2c(n([O-])c3ccccc31)CCCC2	-2	7	5	100	11	-0.4	-4	-1	-2
NC(=O)NC(=O)COC(=O)CCCCCNS(=O)(=O)c1ccc2c(c1)OCCO2	4	-12	7	103	-6	-1.6	-6	17	-1
O=C(NCCCN1CCOCC1)C(=O)NCc1ccco1	3	-9	9	101	24	-2.7	-4	14	-2
O=C1CCCN1Cc1ccccc1	5	13	0	101	5	-0.3	x	-5	2
CCN(C(=O)c1cc2c(=O)n3cccc(C)c3nc2n1CCCOC)C1CCCCC1	6	5	-22	97	49	0.5	1	-5	0
CCC(C)OC(=O)C1=C(C)NC2=C(C(=O)C(C(=O)OC)C(C)C2)C1c1ccc(N(C)C)cc1 (configuration not stated)	17*	-1	11	103	28	0.4	-3	-2	0
CCOc1ccc(NC(=O)CN2CCN(C(=O)c3ccco3)CC2)cc1S(=O)(=O)N1CCCC1	3	x	5	x	x	1.1	-4	1	-1
CC(=O)N1CCOc2ccc(S(=O)(=O)Nc3ccc(C)cn3)cc21	7	-1	6	105	-1	2.1	-5	-5	2
CC(C)Oc1ccc(C(=O)N2CCC(CCC(=O)NC3CC3)CC2)cc1	x	x	24	x	x	0.1	-6	4	x
COc1ccc(OC)c(C(=O)c2ccc(C(=O)Nc3ccc4ccccc4c3)cc2)c1	-3	-6	-12	102	-5	0.3	-4	1	8
Cc1ccc(CN2CCN(Cc3cn(C)nc3-c3ccccc3)CC2CCO)o1 (configuration not stated)	5	-21	-1	102	44	0.4	-2	0	4
Cc1cc(C)n(C(C)CC(=O)N2CCc3ccccc32)n1 (configuration not stated)	5	6	-9	99	38	-0.2	2	-7	1
CCOC(=O)C1C(=O)Nc2nc(C)nn2C1c1ccccc1 (configuration not stated)	2	1	-1	94	26	0.1	-5	-3	2
Cc1ccc(S(=O)(=O)N(C)C)cc1NC(=O)c1n[nH]c(=O)c2ccccc12	1	-8	2	102	34	-2.8	3	2	0
CN(CC(=O)Nc1ccccc1Cl)CC(=O)c1c(N)n(Cc2ccccc2)c(=O)n(C)c1=O	4	x	16	x	x	-0.3	1	11	-3
Cc1c(-c2ccccc2Cl)nc2ccccc2c1C(=O)O	5	8	8	110	34	-0.1	-5	-6	-2
Cc1ccc(C(=O)Nc2c[nH]c(=O)[nH]c2=O)cc1	4	7	1	107	25	0.7	-13	-2	2
COc1ccc(N2CCN(S(=O)(=O)CCNC(=O)/C=C/c3ccccc3)CC2)cc1	-1	x	-6	x	x	1.0	-7	-4	2
COc1ccc(C2CC(=O)C(C(c3ccc(O)cc3)C3C(=O)CC(c4ccc(OC)cc4)CC3=O)C(=O)C2)cc1 (configuration not stated)	x	-8	x	97	20	x	x	x	3
CN1CCN(Cc2nc(Cc3cccc(F)c3)no2)CC1c1ccccc1 (configuration not stated)	-4	-10	7	102	13	2.3	1	-2	2
O=C(C[n+]1ccccc1)N/N=C/c1cc(Br)cc(Br)c1O	4	4	0	105	19	1.5	x	0	2
Cc1cc(F)ccc1S(=O)(=O)NCC(c1ccc2c(c1)OCO2)N1CCOCC1 (configuration not stated)	4	x	-5	x	x	1.4	-1	2	0
COc1ccc(N2CCN(Cc3nc4ccccc4n3C)CC2)cc1	1	-5	-25	97	-12	-3.8	3	9	-2
Brc1ccc(-c2nnc3sc(CN4CCN(c5ccccc5)CC4)cn23)cc1	-8	-1	3	102	-23	-1.4	x	8	5
CSc1ncc2c(=O)[nH]c(-c3ccccc3)nc2n1	1	2	-38	106	42	-2.1	-12	-8	-1
Cc1cc(C)nc(SCc2ccc(C(=O)N/N=C/c3ccccn3)cc2)n1	-2	-24	0	87	21	-0.2	1	-11	1
COc1ccc(C(C(=O)NC2CCCCC2)N(C(=O)Cc2c[nH]c3ccccc23)c2ccc(NC(C)=O)cc2)cc1OC (configuration not stated)	5	-4	-11	99	9	1.3	-2	0	1
Cc1cccc(C)c1NC(=O)CSc1nnc(-c2ccoc2C)n1CCc1ccccc1	6	-3	-4	x	-7	0.8	-6	-3	-1
CC(NC(=O)/C(=C\c1ccco1)NC(=O)c1ccccc1Br)C(=O)O (configuration not stated)	2	4	1	105	-16	0.5	-8	-2	5
O=C(COC(=O)c1ccccc1)Nc1ncc([N+](=O)[O-])s1	1	x	33	x	x	29	-5	9	2
Cc1ccc(Cn2c(=N)n(CC(=O)c3ccccc3)c3ccccc32)cc1	5	-11	-40	100	46	-0.8	3	-4	0
Cc1cccc(OCC(=O)NNC(=O)c2ccc3nc[nH]c3c2)c1	4	x	1	x	x	2.0	-2	-5	-2
CC(C)Cn1nc(C(=O)Nc2nnc(C3CC3)s2)c2ccccc2c1=O	3	x	-22	x	x	0.1	-3	20	-4
CCOC(=O)/C(C#N)=C1/C=CN(Cc2ccccc2)C=N1	0	-12	6	103	-33	-0.1	-4	6	-3

In a second layout: results already given
IDE act	pCIP destab	CRFR2-BP antag	MEKK3 PB1 HTS	PHOSPHO1 block	CRFR2-BP ag	GalR3 antagonist	CHRM4 PAM	IDE inh	Molecule
1	-5	-25	97	-12	-3.8	3	9	-2	COc1ccc(N2CCN(Cc3nc4ccccc4n3C)CC2)cc1
-8	-1	3	102	-23	-1.4	x	8	5	Brc1ccc(-c2nnc3sc(CN4CCN(c5ccccc5)CC4)cn23)cc1
1	2	-38	106	42	-2.1	-12	-8	-1	CSc1ncc2c(=O)[nH]c(-c3ccccc3)nc2n1
-2	-24	0	87	21	-0.2	1	-11	1	Cc1cc(C)nc(SCc2ccc(C(=O)N/N=C/c3ccccn3)cc2)n1
5	-4	-11	99	9	1.3	-2	0	1	COc1ccc(C(C(=O)NC2CCCCC2)N(C(=O)Cc2c[nH]c3ccccc23)c2ccc(NC(C)=O)cc2)cc1OC (configuration not stated)

Other results.
SMILES	IDE act	pCIP destab	CRFR2-BP antag	MEKK3 PB1 HTS	PHOSPHO1 block	CRFR2-BP ag	GalR3 antagonist	CHRM4 PAM	IDE inh
COc1ccccc1C/C(N)=N/OC(=O)COc1cccc(C)c1C	-1	-4	18	96	0	-1.7	-4	-3	-1
O=C(CO/N=C/c1ccccc1OC(F)F)NCc1ccco1	6	6	3	100	-3	-1.4	-5	6	6
COc1ccc(S(=O)(=O)N(Cc2cc3cc(C)ccc3[nH]c2=O)CC2CCCO2)cc1 (configuration not stated)	1	-1	-30	92	-4	2.4	-4	7	-3
C/C(CC(=O)Nc1ccc(C)c(Cl)c1)=N\NC(=O)Cc1cnc(N)s1	2	-14	2	102	37	-0.6	-7	4	-1
NC(N)=NC1=NC(=O)C(Cc2ccccc2)S1 (configuration not stated)	-9	-9	-11	99	-19	2.4	-5	-7	4
COc1ccc(NC(=O)Cn2nnc(C(=O)NCCc3ccccc3)c2N)cc1	4	-8	2	101	-16	1.6	1	-2	2
O=C(c1ccc([N+](=O)[O-])cc1Cl)N1CCN(c2ccccn2)CC1	2	-1	7	89	20	-1.3	-2	1	-1
COc1ccc(N/N=C(/C(C)=O)N2CCCc3ccccc32)cc1	3	-2	7	94	-52	-1.0	-9	-3	2
Cc1ccc(S(=O)(=O)Cn2nnnc2C(C)N2CCN(C(=O)c3ccco3)CC2)cc1 (configuration not stated)	5	-6	2	99	-14	0.0	1	4	7
CCc1ccc(NC(=O)/C(C#N)=C\c2ccc(OC)c(C(=O)O)c2)cc1	2	-10	-3	98	-10	-0.3	-7	10	0
CCn1c(CSc2nc(C)cc(C)n2)nnc1SCC(N)=O	5	-6	10	99	40	-0.7	-3	-1	0
CC(C)NC(=O)CN(c1cccc([N+](=O)[O-])c1)S(=O)(=O)c1ccccc1	0	5	4	99	8	-0.4	-2	1	3
COc1ccc(Oc2nccc(-c3ccc(Cl)cc3)n2)cc1	2	2	-5	102	14	4.5	-3	5	-2
Cn1cc(P(=S)(N2CCOCC2)N2CCOCC2)cc1P(=S)(N1CCOCC1)N1CCOCC1	8	6	-2	101	11	1.5	-7	-1	2
O=C(N/N=C/c1cccc([N+](=O)[O-])c1)c1ccc2nc[nH]c2c1	-7	1	11	107	14	-1.1	-3	-12	3
COCc1nnc(NC(=O)CC(C)C)s1	-2	-15	10	102	26	-0.3	0	16	-2
CCc1ccc(-c2cc(C)no2)cc1S(=O)(=O)N1CCOc2ccccc21	4	-1	9	98	2	7.1	-2	-9	3
Cc1ccc(NC(=O)c2cc(S(=O)(=O)N3CCOCC3)c(Br)s2)cc1	2	-4	-37	104	4	0.9	-7	8	2
O=C(NCc1cccnc1)c1cc(C(=O)NCc2cccnc2)cc([N+](=O)[O-])c1	x	x	-11	x	x	-1.3	-5	4	x
COc1ccccc1NC(=O)Cc1ccsc1	-2	3	3	101	10	-0.4	0	-4	-2
COC(=O)Cc1csc(Nc2ccccc2)n1	1	1	6	104	5	-0.3	-4	3	1
COc1cc(N2CCC(O)CC2)ccc1Nc1nnc(Cl)c(Nc2ccccc2S(C)(=O)=O)n1	6	x	0	x	x	-1.1	x	-5	x
CN1Cc2c(N)cccc2C(c2ccccc2)C1 (configuration not stated)	7&-3	-2	-5&-20	95	-1	28&26	0	-4&3	-2
O=S(=O)(Nc1ccc(O)c(NS(=O)(=O)c2ccccc2)c1)c1ccccc1	-8	1	-2	106	23	-0.3	-2	3	5
CCOC(=O)N/N=C1\CC(C)CC(C)(C)C1 (configuration not stated)	4	6	4	105	5	-0.5	-4	6	7
CCOc1ccc(CN(C)C(=O)CNC(=O)c2ccc(Br)o2)cc1OC	3	1	4	104	20	-1.1	-7	-8	1
CCOc1ccccc1CNc1ccc(N2CCOCC2)c(C(=O)O)c1	5	0	-1	100	-2	0.4	x	8	2
O=C(NC(=S)Nc1ccc(Br)c(Cl)c1)C1CC1	-2	-5	3	98	41	-0.5	-1	3	x
COc1cccc(N2CC(C(=O)NCc3n[nH]c(=O)c4ccccc34)CC2=O)c1 (configuration not stated)	1	x	23	x	x	-2.8	1	8	x
Cc1ccc(NS(=O)(=O)c2cccc(C(=O)O)c2)c(C)c1	1	-8	-11	84	-12	-0.3	-4	1	-4
CCOC(=O)CSc1nnc(SCCN2C(=O)c3ccccc3C2=O)s1	6	-14	-17	x	73*	2.9	-3	0	0
Cc1cccc(NC(=S)NN(Cc2ccccc2)c2ccccc2)c1C	-4	-10	-12	96	-3	1.8	-5	-4	-3
CCCCNC(=O)[C@H](CSCc1ccccc1)N1Cc2ccccc2C1=O	4	-11	-22	110	-21	1.0	-1	-2	3
CCC(C)[C@H](NC(=O)NCc1ccc(S(N)(=O)=O)cc1)C(=O)OC (some centres not stated)	4	-7	11	100	18	-0.3	2	-3	0
Cc1ccc(NC(=O)COC(=O)C2CC(=O)N(Cc3ccccc3)C2)cc1F (configuration not stated)	-1	3	4	93	28	0.9	-7	-3	-5
CN1C/C(=C\c2ccc(N3CCOCC3)cc2)C(=O)/C(=C/c2ccc(N3CCOCC3)cc2)C1	-4	0	-85	89	3	66*	-10	-14	9
c1ccc2c(Nc3nc(-c4ccncc4)nc4ccccc34)cccc2c1	x	-18	-54	97	32	0.3	3	-11	2
COc1ccc(CCN2CC(C(=O)NCCc3ccc(F)cc3)CCC2=O)cc1 (configuration not stated)	5	-5	6	100	40	-1.7	5	-4	-8
CSCc1c(C(=O)NC2CCCc3ccccc32)oc2ccccc12 (configuration not stated)	2	0	-24	108	-13	1.3	-1	-1	-4
